MLLE-PAM2 inh – blocks PAM2 peptide binding to the PABP1 MLLE domain | 360,000 compounds, 0.36% hits | P11940 | GST-MLLE / FITC-PAM2 fluorescence polarization | inhibition, % at 20 µM; in the data active = inhibition above about 35%, passing the limit was not always enough;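 also: plate controls were DMSO wells with GST-MLLE for no effect and wells lacking GST-MLLE protein for full effect; some results filed as inactive read as strong as hits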
eLon inh – inhibits E. coli Lon protease; 360,000 compounds, 0.42% hits; P0A9M0; inhibition, % at 7.94 µM; purified E. coli Lon protease, fluorescence polarization; in the data active = inhibition above about 13%, passing the limit was not always enough;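 also: 0% = enzyme with probe and DMSO and 100% = no enzyme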
Target sequence (P0A9M0 whole entry, looked up): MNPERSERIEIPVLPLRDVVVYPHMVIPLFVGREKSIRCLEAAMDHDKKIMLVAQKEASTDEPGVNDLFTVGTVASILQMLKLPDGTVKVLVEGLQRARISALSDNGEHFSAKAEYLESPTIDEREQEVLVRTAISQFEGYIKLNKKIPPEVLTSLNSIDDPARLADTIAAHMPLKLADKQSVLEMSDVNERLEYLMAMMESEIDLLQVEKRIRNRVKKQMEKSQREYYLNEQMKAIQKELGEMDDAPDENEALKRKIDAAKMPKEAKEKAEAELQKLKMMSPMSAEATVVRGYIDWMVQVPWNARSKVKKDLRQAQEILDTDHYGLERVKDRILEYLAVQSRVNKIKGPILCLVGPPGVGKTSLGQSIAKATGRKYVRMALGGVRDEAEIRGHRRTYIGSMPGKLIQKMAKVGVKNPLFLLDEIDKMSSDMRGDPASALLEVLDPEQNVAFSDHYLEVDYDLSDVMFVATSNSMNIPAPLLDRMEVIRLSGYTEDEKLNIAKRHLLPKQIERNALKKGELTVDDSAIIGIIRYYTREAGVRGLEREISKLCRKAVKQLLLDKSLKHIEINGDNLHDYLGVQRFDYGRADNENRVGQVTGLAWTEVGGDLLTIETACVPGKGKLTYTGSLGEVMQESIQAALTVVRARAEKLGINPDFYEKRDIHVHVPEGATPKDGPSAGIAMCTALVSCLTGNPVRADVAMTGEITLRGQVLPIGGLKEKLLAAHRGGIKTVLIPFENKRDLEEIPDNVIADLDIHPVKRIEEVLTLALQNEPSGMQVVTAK
TbMetRS inhib – Trypanosoma brucei MetRS inhibition; AID 624268; inhibition, % at 11.9 µM; purified T. brucei MetRS, ATP depletion, Kinase-Glo luminescence; 360,000 compounds, 0.4% hits;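 active = inhibition above a per-plate cutoff of the control wells' mean inhibition plus 3 SD, cut at about 5.5% in these data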;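 also: 0% = DMSO wells median and 100% = median of wells with control inhibitor compound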
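Test system: purified T. brucei MetRS enzyme. Also added: ATP, methionine and E. coli bulk tRNA substrates. Compound: 11.9 µM single point. Schedule: 15 min enzyme-compound preincubation, 2 h reaction, 10 min detection, 25 °C. Signal: luciferase luminescence of residual ATP, Kinase-Glo. Evaluation: percent inhibition versus plate control medians. Controls: DMSO wells, low control.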
MsrA inh – bovine MsrA inhibition; purified bovine MsrA, absorbance read-out; inhibition, % at 15.5 µM; 360,000 compounds, 0.75% hits; in the data active = inhibition above about 4.5%;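 also: 0% = vehicle wells with enzyme and 100% = reference inhibitor wells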
FAS TE block – blocks the thioesterase domain of human fatty acid synthase | P49327 | 360,000 compounds, 0.67% hits | recombinant FAS-TE, OMFH fluorogenic substrate, fluorescence endpoint | inhibition, % at 15 µM | AID 602261;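 active = compounds whose normalised, plate-corrected inhibition of enzyme fluorescence in the single-dose primary screen is 50% or more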;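 also: 0% = DMSO with enzyme and 100% = substrate without enzyme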
CSN deneddyl inh – inhibitors of human CSN-mediated cullin deneddylation; AID 651999; Q92905; 360,000 compounds, 0.38% hits; inhibition, % at 12.5 µM; Purified CSN, SCF-Nedd8-OG deneddylation, fluorescence polarization;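 active = pattern-corrected inhibition above about 35%, with an unprinted fluorescence ratio check between 0.5 and 1.5, limit read from the data, passing the limit was not always enough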;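 also: 0% = enzyme with substrate and 100% = substrate without enzyme; some results filed as inactive read as strong as hits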
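Assay system: HEK293T-derived human Csn5 enzyme; quantity: 0.24 nM enzyme; medium: Tris/NaCl/DTT buffer, pH 7.5; also added: substrate SCFSkp2-Nedd8OG, 10 nM; doses: 12.5 µM compound; schedule: 90 min reaction at room temperature; signal: FP; read-out: % inhibition of substrate cleavage by Csn5; benchmarks: substrate-only high control, full reaction low control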
bovine MsrA act – activates bovine MsrA enzyme; purified bovine MsrA, absorbance read-out; activation, % at 10.6 µM; 360,000 compounds, 0.3% hits; AID 602163; in the data active = activation above about 7.5%;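 also: 0% = vehicle and 100% = reference activator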
Neddylation inh – blocks human cullin neddylation | P61081+Q13564 | calls only at 25 µM | TR-FRET cullin neddylation, biochemical | 360,000 compounds, 0.58% hits; in the data active = inhibition above about 36%
Rin1 Abl inh – blocks binding of human Rin1 to Abl | TR-FRET Rin1/Abl binding, biochemical | inhibition, % at 7.35 µM | 360,000 compounds, 0.4% hits | AID 588664; in the data active = inhibition above about 5%, passing the limit was not always enough
* marks the source's active call; other numbers are inactive results; i = inactive; nt = not tested or not shown; & = joins results of further samples; ! = not active in a repeat. This is a random part of the collection, and some 4% of all compounds hit somewhere here.

SMILES	MLLE-PAM2 inh	eLon inh	TbMetRS inhib	MsrA inh	FAS TE block	CSN deneddyl inh	bovine MsrA act	Neddylation inh	Rin1 Abl inh
O=C(NCCCN1CCOCC1)c1ccc(Cl)c([N+](=O)[O-])c1	18	7	-0.2	-1.4	0	1	-7	i	2
Cc1ccc(CNC(=O)C2CN(S(C)(=O)=O)c3cc(Cl)ccc3O2)cc1 (stereo not drawn)	-7	-6	-0.9	-0.1	15	-16	-8	i	4
CCN(CC(=O)Nc1ccc(NC(C)=O)cc1)C(=O)c1ccc(=O)[nH]c1	-4	-13	-0.3	-0.1	-10	-2	-5	i	-1
COc1ccc(S(=O)(=O)N2CCOC2CNC(=O)C(=O)NCCc2ccccc2OC)cc1C (stereo not drawn)	-1	-12	-0.7	0.3	4	-1	-1	i	-1
CCOc1ccc(C(C)C)cc1S(=O)(=O)N1CCN(C(=O)c2ccco2)CC1	-3	-10	-0.7	-0.2	0	0	-3	i	-2
Nc1c(Cl)cc(C2=NCCn3c2c2ccccc2[n+]3[O-])cc1Cl	-2	-2	-0.3	0.1	-6	0	-3	i	-4
Cc1ccccc1CN1C(=O)CSCC1(C)C(=O)Nc1ccc2c(c1)OCCO2 (stereo not drawn)	nt	nt	-0.4	-1.4	nt	4	nt	i	nt
COCCN1CCN(C(=O)c2cc(COc3ccc(F)cc3F)on2)CC1	-5	-12	-0.6	0.2	-3	6	-9	i	0
O=C(Nc1ccc(Cl)cc1)N(Cc1cccs1)Cc1cccs1	9	-1	0.9	0.1	29	2	-2	i	-3
O=C(NCCc1cn2ccccc2n1)c1cc(COc2c(F)cccc2F)on1	1	-5	0.0	-0.5	-7	-6	-7	i	-2
COC1CCCN(C(=O)c2ccc3nc(Cc4cccc(Cl)c4)oc3c2)C1 (stereo not drawn)	10	-7	-0.3	-0.5	-2	-4	1	i	3
CC(=O)Nc1ccc(S(=O)(=O)NNC(=O)c2cccc([N+](=O)[O-])c2)cc1	3	7	-1.1	1.6	-3	2	-5	i	-2
COc1ccc(S(=O)(=O)N(C)c2ccc(C(=O)N3CCC(C(N)=O)CC3)cc2)cc1OC	11	-1	-0.6	0.1	-1	2	0	i	-3
COC(=O)C(Cc1csc2ccc(Cl)cc12)NC(=O)c1ccc(Cl)cc1 (stereo not drawn)	-10	-2	-0.6	-0.4	31	-2	-1	i	-4
O=C(NC(=S)NCc1ccccc1)C1CCCCC1	27	0	-0.9	-0.5	12	1	-4	i	-2
COCCNC(=O)Cn1nc(C(F)(F)F)cc1C	1	-12	0.9	0.4	-7	-1	-3	i	1
O=C(Nc1cc(S(=O)(=O)N2CCOCC2)ccc1N1CCOCC1)C1CCCO1 (stereo not drawn)	-1	-2	-0.3	0.3	-8	-2	-6	i	1
O=C1OCCN1c1c(-c2ccccc2)c(-c2cccs2)nc2c(-c3ccccc3)cccc12	9	-2	0.1	nt	52*	2	-1	i	-3
O=C(COc1ccc2ccccc2c1)Nc1cccnc1Cl	-4	3	0.2	0.2	2	5	-3	i	0
CN(C)CCCNc1cc(Cl)c(S(=O)(=O)N2CCCCC2)cc1C(=O)O	7	2	-1.5	-1.0	-3	-4	-14	i	4
CN(NC1OC(=O)c2ccccc21)c1ncc(C(F)(F)F)cc1Cl (stereo not drawn)	0	1	0.5	1.6	-6	-3	-2	i	-2
COc1ccc(Cl)cc1NC(=S)NCCCN1CCCC1=O	25	-4	-0.7	0.9	-2	2	-1	i	2
CCOCCCNC(=S)N1CCN(Cc2ccc3c(c2)OCO3)CC1	-120	-4	-0.5	0.1	-4	3	0	i	-1
Nc1c(Cl)cc(-c2csc(NC(CO)c3nc4ccccc4n3CCOCCO)n2)cc1Cl (stereo not drawn)	-21	-4	-0.3	1.1	-1	-1	-1	i	-3
O=S(=O)(NCc1ccco1)c1cccc2cccnc12	12	-6	-0.4	-0.6	-6	-1	-8	i	4
Cc1ccccc1OCC(=O)NNC(=O)Nc1ccccc1	2	1	-0.1	1.4	0	2	0	i	-2
Cn1c(=O)c2nnn(/N=C(\c3ccccc3)C3CC3)c2n(C)c1=O	2	-3	-0.3	0.6	-2	-7	-3	i	-5
Cc1ccc(S(=O)(=O)N2CCOCC2)cc1NC(=O)COC(=O)c1cccnc1Cl	2	12	-0.4	1.2	-4	-4	-2	i	-6
Fc1ccccc1-c1nc(NCc2ccccc2)c2ccccc2n1	8	-1	-0.8	-0.1	22	-4	-7	i	-3
COc1cccc(/C=C2\SC(=S)N(CCC(=O)NNC(=O)c3ccccc3OC)C2=O)c1	28	-1	-0.4	-0.2	13	-5	-3	i	2

Exported with two lines to a compound: part of the list above.
Below each SMILES – MLLE-PAM2 inh	eLon inh	TbMetRS inhib	MsrA inh	FAS TE block	CSN deneddyl inh	bovine MsrA act	Neddylation inh	Rin1 Abl inh
CN(NC1OC(=O)c2ccccc21)c1ncc(C(F)(F)F)cc1Cl (stereo not drawn)
 : 0	1	0.5	1.6	-6	-3	-2	i	-2
COc1ccc(Cl)cc1NC(=S)NCCCN1CCCC1=O
 : 25	-4	-0.7	0.9	-2	2	-1	i	2

The main list resumes; the 4 compounds before the break are reprinted first.
SMILES	MLLE-PAM2 inh	eLon inh	TbMetRS inhib	MsrA inh	FAS TE block	CSN deneddyl inh	bovine MsrA act	Neddylation inh	Rin1 Abl inh
Cn1c(=O)c2nnn(/N=C(\c3ccccc3)C3CC3)c2n(C)c1=O	2	-3	-0.3	0.6	-2	-7	-3	i	-5
Cc1ccc(S(=O)(=O)N2CCOCC2)cc1NC(=O)COC(=O)c1cccnc1Cl	2	12	-0.4	1.2	-4	-4	-2	i	-6
Fc1ccccc1-c1nc(NCc2ccccc2)c2ccccc2n1	8	-1	-0.8	-0.1	22	-4	-7	i	-3
COc1cccc(/C=C2\SC(=S)N(CCC(=O)NNC(=O)c3ccccc3OC)C2=O)c1	28	-1	-0.4	-0.2	13	-5	-3	i	2
Cc1ccc2c(c1)N(C(=O)CCC(=O)NCc1cccc(Br)c1)CC(C)O2 (stereo not drawn)	5	-1	0.1	0.4	18	-2	-7	i	-3
O=c1c2cc3c(cc2[nH]c(=S)n1Cc1ccco1)OCO3	-15	-6	1.3	2.8	15	11	-2	i	7
Cc1cc(S(=O)(=O)N2CCOCC2)ccc1NC(=O)c1ccc(F)cc1	-8	24	-0.7	-2.1	-2	0	-5	i	0
Cc1cccc([C@@H]2[C@@H]3C(=O)N(Cc4ccccc4)C(=O)[C@@H]3[C@]3(C)C(=O)N(c4cccc(F)c4)C(=O)N23)c1	8	-6	-0.2	0.0	7	-4	-4	i	3
Cc1cnc(C(=O)OCc2ccc(COC(=O)c3cnc(C)cn3)cc2)cn1	-19	4	1.0	-0.7	6	-1	-3	i	-3
CCOC(=O)CSc1nnc(-c2c[nH]c3ccccc23)n1CC	2	-13	-0.2	-0.4	-8	-2	-2	i	2
Cc1nc(N2CCOCC2)nc(N2CCCCC2)c1[N+](=O)[O-]	-2	-13	-1.3	0.7	-1	-10	-10	i	1
CCCOc1ccc(C(C)=O)cc1CSc1nc(O)cc(=O)[nH]1	-6	2	-0.2	-0.9	-4	4	-4	i	3
CCc1ccc(N(CC(=O)Nc2ccc(NC(C)=O)cc2)S(=O)(=O)c2ccccc2)cc1	2	-4	-0.2	-1.8	-5	-2	-3	i	-2
O=C(O)c1ccc(Cl)c(NC(=S)NC(=O)c2ccccc2[N+](=O)[O-])c1	47*	-1	-0.6	0.3	-4	7	-2	i	4
Cc1ccc(S(=O)(=O)N2C[C@H]3n4c(=O)ccc(=O)n4C[C@H](OC(=O)NC4CC4)[C@@]3(O)C2)cc1	11	0	0.9	-0.1	-8	2	-1	i	-2
O=C(COc1ncnc2cc([N+](=O)[O-])ccc12)NC1CCCCC1	8	-5	-0.4	-0.7	3	-1	-4	i	-2
CN1Cc2c(N)cccc2C(c2ccccc2)C1 (stereo not drawn)	80*!	55*!	-0.6&-0.6	-0.7	-7&-4	-18&-14	2&-1	i	-3&-7
Cc1ccc(C2(C)NC(=O)N(CC(=O)N(C)CC(=O)Nc3cccc(F)c3)C2=O)cc1 (stereo not drawn)	5	-2	-0.1	-0.4	1	-1	-6	i	3
CC(CCO)Nc1nc2c([nH]1)c(=O)n(C)c(=O)n2C (stereo not drawn)	-20	-7	-0.4	-0.1	-7	-2	-3	i	7.2*
CCOC(=O)c1c(C)oc2cc(Br)c(OC)cc12	7	-13	-0.6	1.6	1	1	-2	i	0
C=C(c1ccccc1C)[n+]1ccccc1	-9	2	-0.1	-0.8	-3	-5	3	i	-3
COc1ccc(OC)c(-n2c(-c3cc(-c4ccccc4)n[nH]3)n[nH]c2=S)c1	0	15	0.2	-0.2	-12	-6	0	i	2
Cc1nn(CC(=O)NCCC2=CCCCC2)c(C)c1[N+](=O)[O-]	-17	2	-0.5	0.2	7	-4	-3	i	0
COCCCN1C(=O)C(CC(=O)NC(c2ccccc2)c2ccccc2)CC(C(=O)N(C)C)=C1C (stereo not drawn)	20	1	-1.1	-1.5	-8	2	-1	i	1
O=C(/C=C/c1ccccc1)Nc1cccc(C(=O)NC2CC2)c1	-3	-9	0.8	0.6	-8	-4	-3	i	-4
CCCCOc1cccc(C2C(C(=O)c3ccc(C)o3)=C(O)C(=O)N2c2nnc(C)s2)c1 (stereo not drawn)	-4	-56	-1.4	-0.7	-10	6	-11	i	1
C[C@H](CO)N1C[C@H](C)[C@@H](CN(C)C(=O)NC2CCCCC2)Oc2ccc(NC(=O)Nc3ccc(C(F)(F)F)cc3)cc2C1=O	0	12	-0.4	-0.6	12	-3	3	i	-4
CCCCc1ccc(NC(=O)c2c(C)noc2C)cc1	-5	5	-1.4	0.4	-1	0	-13	i	-3
O=C1C(Sc2cccc(F)c2)=C[C@@]2(O)CC[C@@H](O)[C@]1(Sc1cccc(F)c1)[C@H]2O	nt	-1	-0.9	-1.4	-8	0	11*	i	nt
CC1CCCC(NC(=O)COC(=O)c2ccc3ccccc3n2)C1C (stereo not drawn)	-13	-4	-0.2	0.7	-2	4	0	i	1
Cc1cc(C)cc(NC(=O)CN(Cc2ccccc2)S(C)(=O)=O)c1	-2	-4	-0.7	1.0	-4	-1	1	i	-1
CCc1nnc(NC(=O)c2cc(S(=O)(=O)N3CCN(c4ccccc4)CC3)ccc2Cl)s1	-1	5	-0.2	0.8	7	2	0	i	1
CC(C)CCn1c(=O)c2ccccc2n2c(CN3C(=O)NC4(CCC(C)CC4)C3=O)nnc12 (stereo not drawn)	2	1	-0.1	0.7	18	-6	-2	i	3
CCOC(=O)CSc1nnc(SCCN2C(=O)c3ccccc3C2=O)s1	-81	-3	-1.6	-0.6	-1	-6	-9	i	-4
